# Screening data (PubChem BioAssay)
# Nrf2 inh: Nrf2 pathway inhibition; Potency, µM (titrated, usually from 46 µM), for the others: at the highest dose activity change, negative = inhibition, actives largely listed as inhibitors; AID 504444; A549 ARE-Fluc reporter, luciferase luminescence, 18-24 h; 2.1% of 360,000 active; note: potency is the fitted concentration of half-maximal effect; % is set by controls: 0 for no effect and ±100 for the full control effect; nearly all actives have a fitted effect of over 60% in size
#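 Nrf2 activity is the BugLite luminescence, read 15 min after reagent at room temperature, following CellTiter-Fluor cytotoxicity readout (30 min, 37C). Compound titrations were applied for 18-24 h to 5000 A549 ARE_Fluc cells/well in 5% FBS OPTI-MEM.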
# Akt phos inh: inhibitors of Akt phosphorylation | Neuro2A IGF-stimulated pAkt S473 HTRF, 20 min; hits give low values | activity change, % for hits at 50 µM | 0.32% of 360,000 active; in the data active = activity change below about -80%; inconclusive = mostly about -51% to -80%; note: % is set by controls: 0 for no effect and ±100 for the full control effect
#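 Neuro2A cells (4,500/well, DMEM with 0.5% FBS) were treated with compound at a single 50 µM final concentration, stimulated with 6 nM IGF for 20 min at 37 °C, and lysed. Phospho-Akt Ser473 was read by HTRF as 665/615 ratio ×10^4.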
# A549 tox: A549 cytotoxicity, counter-screen for Nrf2 inhibitors; A549 ARE-Fluc cells, CellTiter-Fluor viability, 18-24 h; Potency, µM (doses to about 46 µM), without a hit: at the highest dose activity change, negative = cytotoxicity, hits mostly inhibitors; 0.16% of 390,000 active; note: potency is the fitted concentration of half-maximal effect; % is set by controls: 0 for no effect and ±100 for the full control effect
#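 A549 ARE-Fluc cells in 5% FBS OPTI-MEM, 5000 cells/well, rested 2 h then exposed to compounds in concentration-response for 18-24 h at 37 °C. Viability by CellTiter-Fluor fluorescence (Ex 405/Em 525) after 30 min; luciferase luminescence (BugLite, 15 min, RT) read afterwards.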
# HepG2 tox: counter-screen for TGF-b inhibitors: cytotoxicity in HepG2 cells; HepG2 CAGA-GFP viability, ATP luminescence, 18 h; Potency, µM (series often up to 46.1 µM), without a hit: top-dose activity change, negative = cytotoxicity, usual class: cytotoxic; 0.76% of 410,000 active; AID 588856; note: potency is the fitted concentration of half-maximal effect; some results filed as inactive show a strong effect at the top dose
#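 HepG2 CAGA-GFP cells (1000/well, DMEM with 1% FBS) received compound, then TGF-beta at 500 pg/mL final, and were incubated 18 hours at 37 degrees C. Viability was read by CellTiter-Glo luminescence. Media-only wells were set as complete cell-killing and DMSO as no toxicity.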
# CCT modulator: changes cytosolic chaperonin activity; purified chaperonin ATPase assay, HTRF ADP detection, 30 min; 0.3% of 360,000 active; activity change, % (test concentration not listed), hits read low; in the data active = activity change below about -30%; note: % is set by controls: 0 for no effect and ±100 for the full control effect
#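 Enzyme 40 or 20 nM (batch-dependent) in Tris pH 7.4/KCl/MgCl2/DTT; cpd 76 uM single point; ATP 10 uM; 30 min 37 °C; Transcreener ADP HTRF detection, 30 min RT; ratio 665/615.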
# Nrf2 ARE act: activators of Nrf2 (ARE) signaling; AREc32 ARE-luciferase reporter (MCF7-derived line), luminescence, 24 h; Potency, µM (series often up to 46.1 µM), inactives show top-dose activation, most hits filed as activators; 0.31% of 410,000 active; note: potency is the fitted concentration of half-maximal effect; % of control where 0% means no effect; nearly all actives have a fitted effect of over 65% in size
#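 Each well held 1000 AREc32 cells, which were incubated with compound for 24 hr at 37 deg C after overnight attachment, and ARE reporter activity was quantified by firefly luciferase luminescence.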
# ATXN viability: reduces viability in counter-screen for ATXN expression inhibitors; S2 cells (HEK-293 line with an ATXN2-luciferase reporter) viability, CellTiter-Fluor protease fluorescence, 24 h; Potency, µM (doses to about 56.7 µM), usual class: cytotoxic; 0.49% of 400,000 active; AID 651635; note: potency is the fitted concentration of half-maximal effect; nearly all actives have a fitted effect of over 40% in size
# TGFb inhibitor: blocks TGF-b signaling; HepG2 CAGA-GFP TGF-b/SMAD3 reporter, GFP fluorescence, 18 h; TGF-beta stimulated, 500 pg/mL final; Potency, µM (top dose mostly 46.1 µM), inactives show at the highest dose activity, negative = inhibition, most hits filed as inhibitors; 1.2% of 410,000 active; note: potency is the fitted concentration of half-maximal effect; % is set by controls: 0 for no effect and ±100 for the full control effect; nearly all actives have a fitted effect of over 65% in size
#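 Read-out: total well GFP (ex488/em500-530) summed from mean per-cell fluorescence. Cells: HEPG2 CAGA-GFP, 1% FBS DMEM, 18 h at 37 degrees C with 500 pg/mL final TGF-beta. Unstimulated wells served as the full-inhibition control; stimulated DMSO wells = 0%.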
# Mm-Cpn inhibitor: M. maripaludis TRiC chaperonin inhibition. Potency, µM (doses to about 76.9 µM), inactives show top-dose activity, negative = inhibition, actives largely listed as inhibitors. 0.031% of 330,000 active. purified Mm-Cpn ATPase, ADP Transcreener TR-FRET; note: potency is the fitted concentration of half-maximal effect; % is set by controls: 0 for no effect and ±100 for the full control effect; nearly all actives have a fitted effect of over 80% in size
#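 ATP (10 uM final) was added to archaeal chaperonin (25 nM final) after 10 min exposure to test compound at 37°C; after 30 min further incubation, ADP was detected by competitive TR-FRET.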
# Numbers without * were called inactive; i = inactive; ? = inconclusive; . = not tested or not shown; & = joins results of further samples; [ ] = dose if it differs, or a comment. Unless noted, calls come from the whole dose curve; as a rule, active = well fitted curve in the direction sought with a large enough effect; inconclusive = small, poorly fitted or top-dose-only effect, or another doubt; inactive = no such curve, though single readings can be large; an effect the other way counts as inactive or inconclusive.
SMILES,Nrf2 inh,Akt phos inh,A549 tox,HepG2 tox,CCT modulator,Nrf2 ARE act,ATXN viability,TGFb inhibitor,Mm-Cpn inhibitor
COc1cc(C(=O)Nc2cccc(C)c2C)c(Br)c(OC)c1OC,-8%,i,2%,-1%,0.3,-0.5%,i,0%,0%
CCOC(=O)C1=C(CN2CCN(C(=O)c3ccco3)CC2)NC(=O)NC1c1ccc(Cl)cc1 (configuration not stated),?,i,-10%,1%,-4.0,1.8%,i,-12%,1%
CCNc1nc(NCC)nc(OCCOC(=O)c2ccccc2)n1,6%,i,-2%,4%,-0.9,0.6%,i,-2%,0%
CCCCn1nnc(NC(=O)c2ccco2)n1,?,i,-2%,1%,3.9,2.9%,i,2%,1%
COc1ccc(OC)c(NC(=O)CSC2=C(C#N)C(c3ccco3)C3=C(CCCC3=O)N2)c1 (configuration not stated),-26%,i,-4%,27%,-3.5,4.5%,i,-8%,1%
COc1ccc(CNC(=O)c2ccc(CS(=O)Cc3ccc(Cl)cc3)o2)cc1 (configuration not stated),-6%,i,-4%,-2%,0.4,0.4%,i,1%,0%
C=CCN=C1SC(CC)C(=O)N1S(=O)(=O)c1ccc(C)cc1 (configuration not stated),.,i,7%,-11%,-0.5,-0.6%,i,0%,1%
COCCCNc1nc2ccccc2nc1NS(=O)(=O)c1ccc(C)cc1C,?,i,-9%,-23%,-0.5,-0.6%,i,-2%,-26%
CCN1CCN(C(c2cccs2)C(C)NC(=O)NC2CCCCC2)CC1 (configuration not stated),17%,i,-3%,-1%,-0.5,-0.3%,?,-1%,-1%
CCN(CC(=O)Nc1c(F)cccc1F)C(=O)Cc1ccc(OC)c(S(=O)(=O)N2CCOCC2)c1,6%,i,-11%,-3%,-1.0,0.0%,i,-22%,-1%
Cc1ccc(NC2=C(Cl)C(=O)N(C3CCCCC3)C2=O)cc1,15%,i,2%,-8%,1.9,0.0%,i,?,3%
S=C(Nc1cccnc1)Nc1cccc2cnccc12,6%,i,1%,15%,1.0,4.2%,i,-4%,-1%
O=C(CN(C(=O)Cn1nnc(-c2cccs2)n1)c1ccc2c(c1)OCCO2)NC1CCCCC1,-1%,i,-6%,8%,0.5,-1.0%,?,17%,-1%
Cc1ccccc1NC(=O)C1C2/C=C\CCCCC21 (configuration not stated),8%,i,-4%,3%,1.6,0.0%,i,6%,1%
Cc1c(C(=O)N2CCC(C)CC2)c(S(=O)(=O)Nc2cccc(C(F)(F)F)c2)c(C)n1C,.,.,-10%,-11%,.,0.4%,.,-33%,.
Cc1csc(SCC(=O)c2cc(C)n(Cc3cccs3)c2C)n1,.,i,-20%,-18%,0.6,-0.5%,i,-27%,-2%
Nc1cc(N)nc(SCC(=O)c2ccccc2)n1,21%,i,-1%,-1%,-1.2,0.6%,?,0%,-1%
Oc1cccc2ccc(/C=C/c3ccc(Br)s3)nc12,10%,i,2%,-2%,-0.8,-0.6%[9.22 µM],i,-2%,?
O=C(N/N=C/c1ccc(Br)s1)Nc1ccccc1,?,i,4%,-18%,-1.2,6.9%,i,-10%,-1%
C=CCc1ccccc1OCC(=O)O,0%,i,11%,25%,0.4,-0.7%,i,20%,3%
Cc1ccc(S(=O)(=O)N2CCC(=O)N(CCOCc3ccc(Cl)cc3)CC2)cc1,-26%,i,-1%,-24%,-0.6,1.1%,i,?,-2%
CCCN(CCC)Cc1c(C(=O)N/N=C/c2ccoc2)nnn1-c1nonc1N,11%,i,-1%,0%,-1.5,-0.8%,i,-32%,0%
O=C(N/N=C/c1cccc([N+](=O)[O-])c1O)c1cccs1,-17%,i,-1%,-67%,-0.6,0.1%,?,?,-1%
Cc1cc(S(=O)(=O)Nc2ccc(C(=O)NC3CC3)cc2)ccc1F,.,i,.,-2%,-0.2,-1.5%,i,-11%,.
COc1ccc(-c2c(C(F)(F)F)[nH]n3c(=O)cc(-c4ccccc4)nc23)cc1,-20%,i,-3%,-62%,0.5,7.1%,.,?,1%

# Three entries out of the list above, sorted by the value under TGFb inhibitor, largest number first.
mol	TGFb inhibitor
COc1ccc(CNC(=O)c2ccc(CS(=O)Cc3ccc(Cl)cc3)o2)cc1 (configuration not stated)	1%
Oc1cccc2ccc(/C=C/c3ccc(Br)s3)nc12	-2%
S=C(Nc1cccnc1)Nc1cccc2cnccc12	-4%

# (cont.)
SMILES,Nrf2 inh,Akt phos inh,A549 tox,HepG2 tox,CCT modulator,Nrf2 ARE act,ATXN viability,TGFb inhibitor,Mm-Cpn inhibitor
Cn1c(C(=O)NC2CCCCC2)cc2sccc21,?,i,-14%[1.84 µM],-13%,0.2,0.6%,i,-4%,-1%
CC(C)Oc1ccc(C(=O)N2CCN(CCc3ccccn3)CC2)cc1,4%,.,7%,-1%,.,0.0%,i,5%,.
Cc1ccccc1CN1CCC(n2nccc2NC(=O)CCCc2ccccc2)CC1,9%,i,-2%,18µM*,1.1,-0.8%,i,-1%,5%
CCOc1ccc(NS(=O)(=O)c2cnc(Cl)c(Cl)c2)cc1,2%,i,-2%,-12%,-0.4,6.7%,?,?,1%
Cc1cccc(NC(=O)c2ccc3ccccc3n2)n1,.,i,7%,-7%,2.1,?,i,6%,-2%
CC(C)(C)OC(=O)N1CCC(c2c(C(=O)N3CCN(C(=O)c4ccco4)CC3)cnn2-c2ccccc2Cl)CC1,19%,.,15%,-15%,.,0.5%,.,0%,.
CN(C)S(=O)(=O)Oc1ccc(Cl)cc1C(=O)Nc1cccc(C(F)(F)F)c1,1%,i,3%,-14%,-1.5,5.3%,i,0%,1%
COc1ccc(Nc2nc(NCc3ccco3)nc(N/N=C/c3ccccc3Cl)n2)cc1,-4%,i,18%,-5%,-1.0,2.9%,i,17%,-3%
CCN(CC)S(=O)(=O)c1ccc2c(c1)N(CC(=O)N1CCN(c3cccc(Cl)c3)CC1)C(=O)CO2,.,.,-9%,-30%,.,4.6%,?,?,.
Cc1ccc2nc(SCC(=O)c3c(N)n(C4CC4)c(=O)[nH]c3=O)[nH]c2c1,2%,i,0%,-38%,-0.9,0.6%,i,8%,1%
COc1ccc(NC(=O)CCCc2nnc3n(C)c(=O)c4sccc4n23)cc1,11%,.,2%,10%,-0.2,0.2%,i,11%,-1%
O=C(Nc1ccc(F)c(Cl)c1)c1ccccc1,?,i,-5%,-15%,1.3,23%,?,-3%,1%
Cc1ccc2nc(SCc3nnc(-c4ccccc4[N+](=O)[O-])o3)c(C#N)cc2c1,.,i,-4%,-19%,0.4,-0.3%,i,?,0%
CC(NC(=S)Nc1ccc(OC(F)F)c(Cl)c1)C(C)(C)C (configuration not stated),?,i,-8%,-36%,-1.4,1.0%,i,13µM*,2%
CC(C)CC1OC(C)CC2=C1C(=O)OC(C)(C)O2 (configuration not stated),.,i,.,.,-0.5,-0.1%,i,.,.
COC(=O)Nc1ccc2ccc3c(NC(=O)OC)ccc4ccc1c2c43,-6%,i,-3%,-7%,0.7,2.3%,i,3%,.
CSc1ccc(C2NC(=O)CCC2[N+](=O)[O-])cc1 (configuration not stated),-14%,i,2%,10%,-0.1,0.0%,i,-10%,-1%
CCCn1c(SCC(=O)c2ccc3c(c2)OCCO3)n[nH]c1=O,3%,i,-3%,3%,-2.3,-0.5%,i,-1%,?
C/C(=N\NC(=O)c1cccc(S(=O)(=O)N2CCOCC2)c1)c1ccco1,1%,i,-8%,30%,-3.2,14%,i,3%,-3%
Cc1cc(C)c(S(=O)(=O)Nc2ccc(-c3ccc(N4CCC(C)CC4)nn3)cc2)cc1C,.,.,?,-24%,.,0.3%,?,-22%,.
Cc1ccccc1C(=O)Nc1ccc(Br)cn1,?,i,-16%,-27%,0.9,0.1%,i,-1%,2%
COc1ccc(CN(C)C(=O)c2cnc(OC)cc2C(F)(F)F)c(OC)c1,6%,i,7%,0%,-0.9,0.2%,i,3%,1%
Cn1c(CNC(=O)OC(C)(C)C)nnc1SCc1c(Cl)cccc1Cl,1%,i,2%,0%,-1.4,2.2%,i,-3%,2%
Cc1ccc2c(c1)cc(CN(CCc1ccccc1)C(=O)N1CCOCC1)c1nnnn12,5%,i,-3%,-29%,-10,-0.3%,?,0%,-7%
CNC(=O)C(=O)NCCCN1CCOCC1,4%,i,1%,6%,3.2,2.8%,i,?,1%
# Remaining list, next part:
SMILES,Nrf2 inh,Akt phos inh,A549 tox,HepG2 tox,CCT modulator,Nrf2 ARE act,ATXN viability,TGFb inhibitor,Mm-Cpn inhibitor
Cc1ccc(C)c(N2CCN(C(=O)c3ccc(CS(=O)(=O)c4ccccc4C)o3)CC2)c1,?,i,-25%,-44%,0.0,-1.5%,?,-18%,1%
Cc1nn(CC(=O)N/N=C/c2ccc(F)cc2)c(C)c1[N+](=O)[O-],5%,i,5%,10%,0.5,0.1%,i,3%,0%
Cc1ccc2nc(Nc3cccc(Cl)c3C)c(-n3nc(C)cc3C)nc2c1,16%,.,0%,0%,.,1.0%,i,3%,.
Cc1c(NS(=O)(=O)c2cccc(C(=O)OCC(=O)N(C)C3CCCCC3)c2)c(=O)n(-c2ccccc2)n1C,-9%,i,-5%,0%,-0.8,-0.2%,i,-5%,2%
Cc1ccc(CNC(=O)C2CCN(S(=O)(=O)N3CCCCC3)CC2)cc1,1%,i,2%&-1%,15%&1%,-0.4,-0.6%&-0.2%,i,4%&-16%,-2%
Cc1cc(C)cc(C(=O)NC(CC(N)=O)c2ccc(N3CCC(N4CCCCC4)CC3)c([N+](=O)[O-])c2)c1 (configuration not stated),-6%,i,-2%,-26%,-0.3,-0.9%,i,-21%,2%
O=C(CN(c1ccc(Cl)c(C(F)(F)F)c1)S(=O)(=O)c1ccccc1)N1CCc2ccccc2C1,?,.,11%,0%,.,6.6%,?,?,.
CC(C)COC(=O)Cn1nnc2sc(-c3ccccc3)cc2c1=O,10%,.,3%,-16%,.,18%,i,-2%,.

# This is a random part of the collection; 4.4% or so of the library scored in one or more.
